Gli-Sufu block = Gli-Sufu pathway antagonism. 0.74% of 340,000 active. Sufu-KO-LIGHT fibroblasts, Gli luciferase reporter luminescence. inhibition, % at 5 µM;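 active = inhibition above about 55%, limit read from the data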;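 also: 0% = DMSO-treated cells and 100% = wells with medium but no cells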
APJ antag = blocks the human apelin receptor APJ | 0.32% of 330,000 active | inhibition, % at 20 µM | P35414 | CHO-K1 APJ beta-arrestin complementation, luminescence | AID 2521;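 active = inhibition above about 40% at 20 µM, limit read from the data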;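 also: cells challenged with 10 nM apelin-13 agonist together with compound; plate controls were apelin-13 plus DMSO wells for no effect and DMSO wells lacking apelin-13 for full effect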
CXCR6 inh = inhibitors of human CXCR6 receptor; O00574; 0.36% of 360,000 active; inhibition, % at 20 µM; CHO-K1 PathHunter CXCR6 beta-arrestin, luminescence; in the data active = inhibition above about 34%, passing the limit was not always enough;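 also: antagonist mode with CXCL16 agonist at 10 nM final; 0% = 10 nM CXCL16 with DMSO and 100% = unstimulated wells without agonist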
Target sequence (O00574 whole entry, looked up): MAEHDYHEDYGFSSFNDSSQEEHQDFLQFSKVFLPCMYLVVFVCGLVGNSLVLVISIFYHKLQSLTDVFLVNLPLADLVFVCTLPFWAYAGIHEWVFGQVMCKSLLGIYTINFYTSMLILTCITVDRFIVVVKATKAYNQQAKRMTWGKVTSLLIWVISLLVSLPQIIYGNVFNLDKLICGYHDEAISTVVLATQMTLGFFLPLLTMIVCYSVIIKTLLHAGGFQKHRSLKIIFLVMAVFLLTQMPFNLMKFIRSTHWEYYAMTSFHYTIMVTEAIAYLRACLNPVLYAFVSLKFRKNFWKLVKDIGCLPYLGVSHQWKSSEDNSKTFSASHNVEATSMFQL
Jurkat NFkB inh = lowers PMA/ionomycin-induced NF-kB signal in Jurkat cells | 0.53% of 330,000 active | inhibition, % at 4 µM | PMA/ionomycin-induced NF-kB luciferase reporter, luminescence; in the data active = inhibition above about 50%
697 NFkB inh = inhibitors of the PMA/ionomycin-induced NF-kB reporter in 697 B cells; 0.33% of 330,000 active; AID 435022; 697 B-cell NF-kB luciferase reporter, 16 h; inhibition, % at 4 µM; in the data active = inhibition above about 35%
UBC13 polyUb = human UBC13 polyubiquitination inhibition. inhibition, % at 20 µM. UBC13 polyubiquitin chain formation, TR-FRET. AID 485273. 0.47% of 330,000 active; in the data active = inhibition above about 45%, passing the limit was not always enough; inconclusive = no clear call, values can overlap the other calls
EBI2 antag = blocks human EBI2 receptor beta-arrestin signaling. EBI2 beta-arrestin recruitment, luminescence, 7a,25-OHC stimulated. P32249. 0.81% of 360,000 active. AID 651636. inhibition, % at 5 µM; in the data active = inhibition above about 38%;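 also: enzyme fragment complementation signal reports receptor beta-arrestin coupling in cells; 0% = agonist plus DMSO wells and 100% = wells without agonist; some results beyond the cut were filed as inactive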
Target sequence (P32249 whole entry, looked up, the tested form may be a part): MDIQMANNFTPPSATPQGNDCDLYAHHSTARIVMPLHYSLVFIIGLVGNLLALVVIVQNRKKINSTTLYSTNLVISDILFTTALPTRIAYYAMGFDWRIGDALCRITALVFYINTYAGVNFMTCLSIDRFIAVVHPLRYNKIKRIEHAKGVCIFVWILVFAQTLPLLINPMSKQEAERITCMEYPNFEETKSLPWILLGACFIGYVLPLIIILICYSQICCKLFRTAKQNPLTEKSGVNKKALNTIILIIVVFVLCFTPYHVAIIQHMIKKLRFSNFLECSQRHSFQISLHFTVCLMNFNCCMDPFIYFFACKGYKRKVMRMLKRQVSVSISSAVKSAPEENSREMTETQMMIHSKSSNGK
CCR6 antag = CCR6 (human) receptor antagonism | P51684 | CHO-K1 CCR6 PathHunter beta-arrestin, luminescence, CCL20-stimulated | inhibition, % at 20 µM | 0.49% of 340,000 active | AID 493098;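 active = compounds whose inhibition of the agonist-driven luminescence signal at 20 µM reaches about 50%, limit read from the data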;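 also: cells stimulated with CCL20 at 14 nM final; plate controls were DMSO with CCL20 for no effect and DMSO without agonist for full effect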
Target sequence (P51684 whole entry, looked up): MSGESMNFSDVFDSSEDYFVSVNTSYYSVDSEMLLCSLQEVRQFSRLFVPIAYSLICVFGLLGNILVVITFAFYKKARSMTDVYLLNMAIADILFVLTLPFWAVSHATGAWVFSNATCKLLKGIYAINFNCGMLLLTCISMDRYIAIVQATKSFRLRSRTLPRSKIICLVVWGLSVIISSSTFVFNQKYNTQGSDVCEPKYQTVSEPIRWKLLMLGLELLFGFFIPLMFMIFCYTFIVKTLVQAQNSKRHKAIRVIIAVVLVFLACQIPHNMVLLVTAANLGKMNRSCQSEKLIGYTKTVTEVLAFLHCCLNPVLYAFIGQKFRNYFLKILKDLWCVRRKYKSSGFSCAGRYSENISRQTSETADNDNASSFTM
Starred values were filed as active, the others as inactive; ? = inconclusive; . = no result given.

SMILES | Gli-Sufu block | APJ antag | CXCR6 inh | Jurkat NFkB inh | 697 NFkB inh | UBC13 polyUb | EBI2 antag | CCR6 antag
Cc1ccc(C(=O)NNC(=O)c2cc3ccccc3cc2O)cc1 | 12 | 3 | -4 | 9 | 7 | 10 | 1 | -2
Cc1ccc(CN2CCCN(Cc3c(F)cccc3Cl)S2(=O)=O)cc1 | -2 | 2 | -4 | 0 | 3 | 4 | 9 | 22
C/C(N)=C(/C#N)C(=O)COC(=O)c1ccccc1C(=O)c1ccc(C)cc1 | . | -1 | -3 | -3 | -10 | -1 | 1 | 13
CCS(=O)(=O)NCC(c1cccnc1)N1CCN(c2ccc(OC)cc2)CC1 (stereo unspecified) | 5 | 7 | -6 | 2 | 4 | -4 | -2 | 10
CN(Cc1c(F)cccc1Cl)C(=O)CCc1c[nH]c2ccccc12 | -13 | -5 | 7 | 15 | -19 | 8 | 11 | 19
O=C(c1ccncc1)N1CCN(C(=O)c2ccco2)CC1 | 4 | 12 | 4 | 13 | -8 | 4 | -22 | -6
CC1(C)CC(NS(=O)(=O)c2ccc(Cl)cc2)CC(C)(C)N1 | 2 | 14 | 7 | 4 | 9 | 2 | -4 | 4
Oc1ccc2ccccc2c1CN1CCOCC1 | 12 | 20 | 0 | 0 | 7 | 4 | -11 | 1
c1ccc(N2CCN(c3ccccc3)C2c2cccs2)cc1 | -9 | 15 | 4 | -23 | -22 | 8 | 12 | 9
COc1ccc(S(=O)(=O)N2CCCCCC2)cc1C(=O)N(C)Cc1ccc(C)cc1 | 12 | 15 | 10 | 8 | 5 | 2 | 5 | 23
Brc1c(CSc2nncn2-c2ccccc2)nc2sccn12 | -4 | 2 | -7 | -8 | 8 | 5 | 0 | 2
COc1ccccc1CNC(=O)COC(=O)c1ccc(S(=O)(=O)N2CCCCC2)cc1 | -5 | -4 | 7 | 0 | -16 | -9 | -5 | 7
O=C(NCc1ccccc1)C(=O)NCC1CCCN1S(=O)(=O)c1cccs1 (stereo unspecified) | 5 | 12 | 0 | -3 | -9 | 0 | 4 | 6
CN(CC(=O)NCCCn1ccnc1)S(=O)(=O)c1ccc(Cl)cc1 | -2 | 14 | -3 | -1 | 0 | -2 | 1 | -4
O=C(O)c1ccccc1C(=O)OC1CCCC2CCCC21 (stereo unspecified) | 6 | . | -4 | . | . | . | 0 | -9
O=C(Cc1cccc(NC(=O)C2CCN(C(=O)C3CCC3)CC2)c1)Nc1cccc(C(=O)N2CCCC2)c1 | -22 | 2 | 3 | 1 | 6 | -20 | 0 | 0
COc1ccc(-c2cn[nH]c2-c2ccc(OCc3ccc([N+](=O)[O-])cc3)cc2O)cc1 | -4 | -25 | 0 | 18 | -7 | 1 | 9 | -14
Cc1ccccc1OCc1nnc(SCC(=O)O)n1-c1ccccc1 | -9 | 11 | 17 | -1 | 10 | 6 | 7 | 15
Cc1ccc(-c2nc(=S)c3c(n2Cc2ccco2)CC(C)(C)OC3)cc1 | 11 | 16 | 15 | -8 | -3 | ? | 18 | 22
N#CCCN(C(=O)COC(=O)c1ccc(S(=O)(=O)N2CCOCC2)cc1)c1ccccc1 | -3 | 6 | 2 | 4 | 13 | 2 | 4 | 4
CCOC(=O)c1cnc2c(C)cc(Cl)cc2c1N1CCN(C)CC1 | 4 | 12 | -3 | 6 | -1 | -1 | 0 | 21
S=C(NCCc1ccccc1)N1CCCC1 | -11 | -9 | -2 | -12 | -30 | -6 | 5 | 10
Cc1ccc(CNC(=O)Cc2csc(Nc3nc(=S)[nH]c4ccccc34)n2)cc1 | . | 19 | . | 4 | 21 | -28 | . | .
CC(C(=O)Nc1ccccc1C(F)(F)F)N1CCN(C)CC1 (stereo unspecified) | 6 | 16 | -11 | 3 | 14 | -2 | 6 | -13
Cc1nn(CC(=O)c2ccc(Cl)s2)c(C)c1[N+](=O)[O-] | 4 | 14 | 5 | 17 | 9 | -10 | 3 | 10
COc1ccc(CCNC(=O)C2CC=CCC2C(=O)O)cc1 (stereo unspecified) | 4 | 7 | 7 | 4 | -7 | -2 | -8 | -9
c1ccc(CSc2ccc(-c3cccs3)nn2)cc1 | -105 | -3 | -2 | -126 | -124 | 6 | 2 | 9
Cc1ccc(C)c(N2CCN(c3ccncc3N)CC2)c1 | 40 | 7 | -7 | -14 | -36 | 6 | -10 | -4
O=C(COC(=O)c1ccccc1Br)Nc1cccnc1Cl | 5 | 0 | 11 | 15 | 2 | 9 | -1 | 6
Cc1noc(C)c1COc1ccccc1C(=O)NCCc1ccc(F)cc1 | -2 | . | 22 | . | . | . | 6 | 8
O=C(COC(=O)c1ccccc1O)Nc1ccc(S(=O)(=O)N2CCCCC2)cc1 | 0 | -13 | 7 | 8 | -5 | 13 | 5 | 7
O=C(Oc1cccnc1)c1ccc(Cl)c(Cl)c1 | 3 | 12 | -4 | 4 | 7 | -34 | -8 | 15
Cc1ccc(NC(=O)CCn2c(=S)oc3ccccc32)cc1 | 19 | 2 | -2 | -3 | -8 | 0 | 12 | 5
CCOC(=O)C1(CC2CC2)CCN(C(=O)c2ocnc2C)CC1 | 2 | -3 | 0 | -32 | -43 | -12 | 1 | -3
Cc1sc(NC(=O)c2ccco2)nc1-c1ccc2c(c1)CC(C)N2C(=O)C1CC1 (stereo unspecified) | -22 | -16 | -5 | -4 | -4 | 9 | -22 | -2
CC1CCCCC1NC(=O)CSCC(=O)O (stereo unspecified) | -16 | -4 | 10 | 7 | 0 | 2 | -12 | 1
CN(C)CCCNc1nc(N)c([N+](=O)[O-])c(NC2CCCCC2)n1 | 7 | 20 | 3 | -10 | 0 | 10 | 7 | 4
CCC(C)c1ccc(C(C)NC(=S)NCc2ccc(F)cc2)cc1 (stereo unspecified) | -19 | 6 | -13 | 14 | -60 | 1 | 15 | 13
CCc1cccc(NC(=O)COC(=O)c2cc(=O)c3ccccc3o2)c1 | 1 | 10 | 0 | -1 | 6 | 2 | -14 | -1
CC(NS(C)(=O)=O)C(c1cccs1)N1CCN(Cc2ccccc2)CC1 (stereo unspecified) | -14 | 3 | 5 | -1 | 14 | 6 | 4 | 11
CCOc1ccc(-c2cnc(NCc3cccc4ccccc34)n2CCOC)cc1 | 44 | 23 | 8 | 1 | -11 | 16 | 37 | 11
CC(C)(C)NC(=O)C(=O)N/N=C/c1cccs1 | -46 | -12 | 6 | -24 | -31 | -2 | 3 | 6
Nc1scc[n+]1Cc1cccc2cccnc12 | 6 | 6 | 7 | 7 | 10 | -6 | 3 | 14
CN1CCN(C(=O)CSc2ccc(C(F)(F)F)cc2[N+](=O)[O-])CC1 | -2 | 2 | -2 | -17 | -5 | -14 | -5 | 0
O=C1CSC(=Nc2cccc(Cl)c2Cl)N1 | 5 | -6 | -1 | 6 | 1 | -3 | -11 | 13
CN1CCCC(OC(=O)c2cc(Br)ccc2Cl)C1 (stereo unspecified) | 5 | 51* | 0 | 2 | 1 | 12 | 3 | 16
Nc1nc(SCC(=O)c2ccc(Cl)cc2)c2ncn(C3OC(CO)C(O)C3O)c2n1 (stereo unspecified) | -1 | . | 7 | . | . | . | -1 | 3
CCOC(=O)c1ccccc1NC(=O)CSc1nnc(COc2ccccc2)n1CC | 11 | -13 | 1 | -6 | -12 | -10 | 4 | 10
Cc1ccc(Cl)cc1NC(=O)CC1NC2CCCCC2NC1=O (stereo unspecified) | -16 | -7 | 6 | 3 | 15 | 4 | -6 | 1
Fc1ccc(NCc2n[nH]c(=S)n2Cc2ccccc2)cc1 | -7 | 5 | 2 | -17 | -4 | -6 | 0 | -15
COC(=O)[C@H](C)NC(=O)c1cc2c(cn1)[nH]c1ccccc12 | -13 | 14 | -2 | 1 | -7 | 11 | 20 | 12
O=C(NC1CCCC1)c1cc(-c2ccc(Cl)cc2Cl)on1 | -26 | 7 | 2 | -96 | -139 | 4 | 3 | 5
CCOC(=O)N1CCN(CC(O)COCCC23CC4CC(CC(C4)C2)C3)CC1 (stereo unspecified) | 4 | -20 | 0 | -2 | -25 | -2 | 3 | 10
O=C(Nc1ccc2c(c1)OCO2)Nc1ccc(Cl)cc1Cl | -59 | -3 | 6 | -65 | -32 | -4 | -9 | 6
COc1ccccc1/C=C/CN1CCC(Oc2ccc(C(=O)N3CCCC3)cc2)CC1 | 22 | 12 | 3 | -6 | -1 | 0 | 12 | 9
Cc1cc(F)ccc1NC(=O)c1cc(S(=O)(=O)N2CCc3ccccc32)cn1C | 2 | -3 | -3 | 12 | -4 | 1 | 10 | -13
COc1ccccc1NC(=O)NCCc1c[nH]c2ccccc12 | -2 | -16 | -5 | 4 | 2 | 9 | 25 | 11
COc1cccc(C(c2nnnn2CCc2ccccc2)N2CCN(c3ccccc3)CC2)c1OC (stereo unspecified) | 20 | 15 | 17 | 16 | 18 | -5 | 15 | 20
COc1cc(NC(=O)Nc2cc(C)on2)cc(OC)c1OC | 23 | 0 | 11 | 6 | 24 | 6 | -7 | -3
CCOc1cc(NC(=S)Nc2cccc(OC)c2)c(OCC)cc1NC(=O)C1CC1 | 0 | 5 | 0 | -10 | 10 | 0 | 7 | 2

Part of the list above, as tab-separated lines:
SMILES	Gli-Sufu block	APJ antag	CXCR6 inh	Jurkat NFkB inh	697 NFkB inh	UBC13 polyUb	EBI2 antag	CCR6 antag
CCOC(=O)N1CCN(CC(O)COCCC23CC4CC(CC(C4)C2)C3)CC1 (stereo unspecified)	4	-20	0	-2	-25	-2	3	10
O=C(Nc1ccc2c(c1)OCO2)Nc1ccc(Cl)cc1Cl	-59	-3	6	-65	-32	-4	-9	6
COc1ccccc1/C=C/CN1CCC(Oc2ccc(C(=O)N3CCCC3)cc2)CC1	22	12	3	-6	-1	0	12	9
Cc1cc(F)ccc1NC(=O)c1cc(S(=O)(=O)N2CCc3ccccc32)cn1C	2	-3	-3	12	-4	1	10	-13
COc1ccccc1NC(=O)NCCc1c[nH]c2ccccc12	-2	-16	-5	4	2	9	25	11
COc1cccc(C(c2nnnn2CCc2ccccc2)N2CCN(c3ccccc3)CC2)c1OC (stereo unspecified)	20	15	17	16	18	-5	15	20

Next section
SMILES | Gli-Sufu block | APJ antag | CXCR6 inh | Jurkat NFkB inh | 697 NFkB inh | UBC13 polyUb | EBI2 antag | CCR6 antag
CCc1ccccc1NC(=S)N(Cc1cccs1)C1CCCC1 | 5 | 12 | -6 | 3 | 0 | 11 | -1 | 8
Cc1ccc(S(=O)(=O)N(CC(=O)N2CCCCCC2)c2ccccc2)cc1 | -5 | 6 | 3 | -2 | 21 | -1 | 1 | 3
Cc1ccc2nc3c(cc(C(=O)NCCc4ccccc4)c(=N)n3CCN3CCOCC3)c(=O)n2c1 | -8 | -15 | 13 | -8 | -2 | 9 | 9 | 22
Cc1c(Cl)cccc1NC(=O)CCN1CCCC(C)C1 (stereo unspecified) | -21 | 14 | 2 | 6 | 10 | 3 | -8 | 12
Cc1ccc(S(=O)(=O)Nc2ccccc2F)cc1C(=O)N1CCN(c2ccccc2O)CC1 | 2 | -12 | -4 | 9 | 22 | -1 | -2 | -5
Nc1nonc1OCCN1CCN(c2ccc([N+](=O)[O-])c3cccnc23)CC1 | 13 | -14 | -10 | 12 | -34 | -37 | 10 | 2
COc1ccccc1CNC(=O)[C@H](C)NC(=O)C1CCN(C(=O)[C@@H](N)CCSC)CC1 | -13 | 11 | -1 | -3 | 19 | 3 | 0 | 3
CCOC(=O)C1=C(CNC2CCCCC2)NC(=O)NC1c1cc(C)ccc1C (stereo unspecified) | 0 | 14 | -3 | 3 | 11 | 9 | -6 | 9
COc1ccc(CN2CCCCC2C)cc1C (stereo unspecified) | -6 | 16 | 6 | 3 | 13 | -3 | -2 | 14
Cc1cc(C(=O)NNC(=O)c2ccc(Cl)cc2)c2ccccc2n1 | -7 | -19 | -2 | 9 | -17 | -14 | 7 | 12
O=C(Nc1nnc(Cc2ccc(F)cc2)s1)Nc1ccccc1F | 1 | -6 | -6 | -22 | -6 | -4 | -1 | 7
O=C(CCS(=O)(=O)c1cccc2nonc12)Nc1ccc(Br)cc1 | -15 | 4 | 2 | 14 | 2 | 19 | 0 | 6
C/C(=N\NC(=O)CNc1ccc(F)cc1)c1cc2ccccc2o1 | 1 | 2 | -13 | -1 | 4 | 6 | 14 | -4
CS(=O)(=O)N(Cc1ccccc1)c1ccc(C(=O)Nc2ccc3c(c2)OCO3)cc1 | -7 | 3 | -8 | -12 | -5 | 6 | 23 | 11

Bioassay records (PubChem BioAssay)
